Bioassay records: PubChem, Broad Institute
LGR2 inh: Drosophila LGR2 receptor signaling inhibition; HEK293 LGR2, CRE-luciferase, bursicon-stimulated, 4 h; inhibition, % at 9.99 µM; 380,000 tested, 0.35% active;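 active = drop in luminescence signal, shown as inhibition above about 50% in the replicate tests, limit read from the data, passing the limit was not always enough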;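 note: agonist challenge used bursicon conditioned medium at about half maximal strength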
ERAP1 HTS inh: blocks human ERAP1 aminopeptidase activity. Q9NZ08. recombinant ERAP1, Leu-AMC fluorescence, 60 min. inhibition, % at 10.7 µM. 340,000 tested, 0.15% active;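 active = mean replicate inhibition of at least 30%, or all replicates individually reaching that 30% level; inactive = mean below 30% and not every replicate reaching it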;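 note: 0% = neutral control wells and 100% = L-leucinethiol positive control wells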
Target sequence (Q9NZ08 whole entry, looked up): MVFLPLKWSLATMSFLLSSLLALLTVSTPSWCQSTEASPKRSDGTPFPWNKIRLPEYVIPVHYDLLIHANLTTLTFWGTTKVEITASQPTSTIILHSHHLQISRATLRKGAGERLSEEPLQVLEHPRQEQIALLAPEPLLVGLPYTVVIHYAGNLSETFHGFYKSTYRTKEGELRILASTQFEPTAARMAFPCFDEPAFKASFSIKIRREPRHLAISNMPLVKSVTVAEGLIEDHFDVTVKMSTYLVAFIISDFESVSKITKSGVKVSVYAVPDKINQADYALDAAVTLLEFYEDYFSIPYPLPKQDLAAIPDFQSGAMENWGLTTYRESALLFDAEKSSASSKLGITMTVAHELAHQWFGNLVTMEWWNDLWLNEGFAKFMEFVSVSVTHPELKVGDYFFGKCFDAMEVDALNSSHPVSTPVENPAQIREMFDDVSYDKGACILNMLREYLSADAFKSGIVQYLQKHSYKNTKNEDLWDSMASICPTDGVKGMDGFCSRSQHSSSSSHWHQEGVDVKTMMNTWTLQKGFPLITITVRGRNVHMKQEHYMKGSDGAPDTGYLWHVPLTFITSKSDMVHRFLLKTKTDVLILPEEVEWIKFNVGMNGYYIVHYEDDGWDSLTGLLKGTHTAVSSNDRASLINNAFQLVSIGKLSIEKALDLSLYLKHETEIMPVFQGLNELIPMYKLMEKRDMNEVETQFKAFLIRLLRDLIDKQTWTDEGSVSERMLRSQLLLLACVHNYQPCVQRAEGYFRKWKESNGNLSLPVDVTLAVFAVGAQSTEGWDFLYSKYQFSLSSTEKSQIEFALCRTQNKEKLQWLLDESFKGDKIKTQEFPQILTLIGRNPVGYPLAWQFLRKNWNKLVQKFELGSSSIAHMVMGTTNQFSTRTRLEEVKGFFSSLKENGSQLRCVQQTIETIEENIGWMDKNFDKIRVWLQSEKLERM
PAX8 inh HTS: lowers PAX8-driven luciferase in RMG-I cells; AID 652154; inhibition, % at 12.6 µM; 360,000 tested, 1.2% active; RMG-I TPO-luciferase reporter, SteadyGlo, 24 h;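 active = mean replicate inhibition at least 60% with every replicate also reaching 60%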;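 note: luciferase light reporting Pax8 driven TPO promoter activity; plate controls were median of neutral control wells for no effect and mitoxantrone controls for full effect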
EWS-Fli inh: inhibitors of EWS/Fli oncoprotein transcriptional activity | 350,000 tested, 0.67% active | AID 651661 | A673 NR0B1-luciferase reporter, viability-normalised | inhibition, % at 12.6 µM;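 active = mean inhibition of at least 50% after viability correction, with every replicate also passing that limit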;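 note: firefly luciferase signal divided by Alamar Blue viability fluorescence both relative to DMSO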
S100A4 inh HTS: blocks human S100A4 binding to myosin IIA peptide. 360,000 tested, 0.14% active. inhibition, % at 10.7 µM. S100A4/TAMRA-MyoIIA peptide fluorescence polarization. AID 652163. P26447;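 active = mean inhibition of at least 70% across replicates, with every replicate also reaching that level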
Target sequence (P26447 whole entry, looked up): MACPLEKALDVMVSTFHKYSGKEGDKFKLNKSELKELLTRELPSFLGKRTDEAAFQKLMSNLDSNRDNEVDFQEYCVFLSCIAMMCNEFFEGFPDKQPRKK
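Material: S100A4 monomer (human). Medium: Calcium-containing HEPES buffer, pH 7.2. Probe or stimulus: labelled myosin peptide probe, 5 nM. Compound dosing: one concentration per compound. Timing: polarization read 5 min after assay mix addition, stable 5–60 min. Benchmarks: DMSO as neutral control, TFP as positive control.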
PglD DTNB: inhibitors of Campylobacter jejuni PglD acetyltransferase | 360,000 tested, 0.098% active | AID 602405 | purified PglD enzyme, DTNB colorimetric CoA detection | inhibition, % at 12.5 µM; in the data active = inhibition above about 16%, passing the limit was not always enough; note: strong numbers were not always called active
FN deposition inh: fibronectin deposition inhibition | 350,000 tested, 0.086% active | AID 743247 | AH1F fibroblasts, Alexa488-fibronectin deposition fluorescence, overnight | inhibition, % at 12.6 µM;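 active = mean inhibition across replicates of 30% or more, regardless of how many single replicates reach that level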;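 note: positive control wells lacked labelled fibronectin entirely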
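Material – AH1F fibroblast monolayer, labelled fibronectin deposition · Reagent – labelled fibronectin 24 nM · Timing – 1 h adhesion, overnight exposure · Measured by – fluorescence at 485 nm excitation, 525 nm emission · Read-out – inhibition of fibronectin deposition signal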
PGC1a acetyl inh: PGC1a acetylation modulation, inhibitor mode. U2OS PGC1a acetylation, AlphaScreen anti-acetyl-lysine; with virally co-expressed GCN5 acetyltransferase. inhibition, % at 15.6 µM. 350,000 tested, 0.17% active. AID 651687;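 active = every replicate shows inhibition of at least 40%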;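 note: 0% = neutral control wells and 100% = positive control wells; some results beyond the cut were filed as inactive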
* = called active by the depositor; / = no result given.

A first look, three compounds:
SMILES | LGR2 inh | ERAP1 HTS inh | PAX8 inh HTS | EWS-Fli inh | S100A4 inh HTS | PglD DTNB | FN deposition inh | PGC1a acetyl inh
CS(=O)(=O)Nc1ccc2c(c1)[C@@H]1C[C@@H](CC(=O)N3CCOCC3)O[C@@H](CO)[C@@H]1O2 | -17 | 1 | / | 5 | -5 | 0 | -2 | -23
C[C@H](CO)N1C[C@H](C)[C@@H](CN(C)C(=O)Nc2ccc(F)cc2)Oc2ccc(NC(=O)Nc3ccccc3)cc2C1=O | 5 | -1 | 2 | -6 | 1 | 9 | 2 | -1
C[C@@H]1CN([C@H](C)CO)C(=O)Cc2cc(NC(=O)Nc3cccc4ccccc34)ccc2O[C@@H]1CN(C)Cc1ccc(-c2ccccc2)cc1 | 25 | 6 | 10 | 2 | -11 | -2 | / | 2

This part in full, from the start:
SMILES | LGR2 inh | ERAP1 HTS inh | PAX8 inh HTS | EWS-Fli inh | S100A4 inh HTS | PglD DTNB | FN deposition inh | PGC1a acetyl inh
CS(=O)(=O)Nc1ccc2c(c1)[C@@H]1C[C@@H](CC(=O)N3CCOCC3)O[C@@H](CO)[C@@H]1O2 | -17 | 1 | / | 5 | -5 | 0 | -2 | -23
C[C@H](CO)N1C[C@H](C)[C@@H](CN(C)C(=O)Nc2ccc(F)cc2)Oc2ccc(NC(=O)Nc3ccccc3)cc2C1=O | 5 | -1 | 2 | -6 | 1 | 9 | 2 | -1
C[C@@H]1CN([C@H](C)CO)C(=O)Cc2cc(NC(=O)Nc3cccc4ccccc34)ccc2O[C@@H]1CN(C)Cc1ccc(-c2ccccc2)cc1 | 25 | 6 | 10 | 2 | -11 | -2 | / | 2
COc1cccc(S(=O)(=O)N2C[C@@H](O)COC[C@@H]3O[C@@H](CC(=O)Nc4ccccc4)CC[C@H]32)c1 | -1 | -2 | 5 | 33 | 2 | 3 | -4 | -1
CC1CCc2sc(C(=O)NCc3ccccn3)cc2C1 (stereo unspecified) | -35 | 1 | -173 | -48 | -8 | 0 | -13 | -3
C/C(CC(=O)Nc1c(C)cc(C)cc1C)=N\NC(=O)Cc1ccccc1 | 13 | 1 | -4 | / | -2 | 1 | 5 | 6
O=C(CCN1C(=O)c2cccc3cccc(c23)C1=O)Nc1ccon1 | 14 | -1 | 9 | -27 | 0 | 4 | 10 | 6
CCC(=O)N1C[C@@H](C)[C@@H](OC)CN(C)C(=O)c2cc(NC(=O)NC(C)C)ccc2OC[C@@H]1C | -41 | -1 | / | -9 | -2 | 4 | 2 | -12
CC1CN(C(=O)CCC(=O)N2CCN(c3ccccn3)CC2)c2ccccc2O1 (stereo unspecified) | 9 | 2 | 22 | 1 | -2 | 0 | -3 | 1
CC(C)n1c(-c2ccncc2)n[nH]c1=S | 16 | 4 | 2 | 1 | -2 | / | 0 | -5
O=C(CCC1CCCN(C(=O)c2ccc3[nH]ccc3c2)C1)N1CCN(c2ccccn2)CC1 (stereo unspecified) | -20 | -2 | 2 | 8 | -5 | 3 | / | -16
C[C@@H]1CN([C@H](C)CO)C(=O)c2cc(NC(=O)CCC(F)(F)F)ccc2O[C@H]1CN(C)C(=O)Nc1ccc(C(F)(F)F)cc1 | 5 | 0 | -8 | -4 | 5 | -4 | / | 1
COc1ccccc1CN(Cc1cc2cc3c(cc2[nH]c1=O)OCCO3)Cc1nnnn1Cc1ccco1 | 14 | / | / | / | / | -2 | 10 | -10
CNC[C@@H]1Oc2ncc(C#CC3CCCCC3)cc2C(=O)N([C@@H](C)CO)C[C@@H]1C | -1 | / | -17 | -13 | / | / | -5 | -22
Cc1[nH]nc(Nc2ccccc2)c1[N+](=O)[O-] | / | / | -57 | / | / | 0 | 3 | -2
C[C@H](CO)N1C[C@H](C)[C@H](CN(C)CC2CCCCC2)Oc2ccc(NC(=O)Nc3ccc(C(F)(F)F)cc3)cc2CC1=O | 7 | 2 | 15 | 2 | -47 | 3 | / | -23
c1ccc2c(c1)CC(CN1CCNCC1)O2 (stereo unspecified) | 13 | 6 | -9 | 7 | -5 | 4 | -1 | 10
Cc1cc(C(=O)NC2CCCc3c2cnn3-c2cccc(C)c2C)n(C)n1 (stereo unspecified) | 16 | 1 | 22 | / | 0 | -3 | / | /
COCCn1nnnc1CN1CCOCC1 | 13 | -3 | / | 0 | -8 | -2 | / | 4
CCNC(=O)C1(C)CCCN(Cc2ccc(-c3ccccc3)o2)C1 (stereo unspecified) | 9 | -3 | -24 | 9 | -2 | 5 | 7 | /

Limited to LGR2 inh and S100A4 inh HTS (2 entries from above):
canonical_smiles,LGR2 inh,S100A4 inh HTS
c1ccc2c(c1)CC(CN1CCNCC1)O2 (stereo unspecified),13,-5
Cc1cc(C(=O)NC2CCCc3c2cnn3-c2cccc(C)c2C)n(C)n1 (stereo unspecified),16,0

The results go on.
SMILES | LGR2 inh | ERAP1 HTS inh | PAX8 inh HTS | EWS-Fli inh | S100A4 inh HTS | PglD DTNB | FN deposition inh | PGC1a acetyl inh
O=C(NCc1ccc(-c2csnn2)cc1)C1CC1 | 1 | / | 12 | 7 | -2 | 1 | -3 | 11
Cc1ccc(-c2cnc3c(c2)C(=O)N([C@@H](C)CO)C[C@H](C)[C@H](CN(C)S(C)(=O)=O)O3)cc1 | -1 | / | 3 | 13 | / | / | / | 5
O=C(Nc1cccc(F)c1)N1CC(=O)N2[C@H](C1)[C@@H](c1ccc(-c3ccc(F)cc3)cc1)[C@@H]2CO | 0 | 2 | 19 | 6 | 6 | / | / | -12
COCCCn1c(=O)/c(=C\c2ccc(OC(F)F)c(OC)c2)s/c1=C(/C#N)C(=O)NCCOC | 1 | / | 13 | 9 | -2 | / | 1 | 1
C[C@@H]1CN([C@H](C)CO)C(=O)Cc2cc(NS(=O)(=O)c3ccc(Cl)cc3)ccc2O[C@H]1CN(C)C(=O)Nc1ccc2c(c1)OCO2 | 13 | / | -2 | -5 | / | / | / | 1
CCN(CC(=O)Nc1ccc2c(c1)OCCO2)CC(=O)Nc1ccc2c(c1)OCO2 | 18 | 0 | 7 | -7 | -6 | / | -5 | 5
C[C@H](CO)N1C[C@H](C)[C@@H](CN(C)S(=O)(=O)c2ccc(F)cc2)OCCCC[C@H](C)Oc2ccc(NC(=O)Nc3ccc(F)cc3)cc2C1=O | 7 | / | 30 | 16 | / | 0 | -4 | -9
COc1ccc(-c2csc(NC(=O)c3cccc(N4C(=O)CCC4=O)c3)n2)cc1C | 19 | -3 | / | -17 | 1 | -5 | -6 | /
CC(=O)NCCNc1nc(NC(C)C)nc2cc(-c3ccccc3)sc12 | -18 | 2 | -1 | 4 | 4 | -2 | / | 6
CCCc1c(-c2cccc(Cl)c2)ncn1Cc1cccc(-c2ccccc2)c1 | -3 | / | 14 | 11 | 0 | / | 3 | /
CC(C)/C(C=O)=C(/NC1CCCCC1)c1ccccc1 | 20 | -1 | 15 | 17 | -1 | -5 | -3 | -8
C[C@@H]1CN([C@@H](C)CO)C(=O)c2cccc(NC(=O)Nc3ccc(F)cc3)c2O[C@@H]1CN(C)Cc1ccc(C(=O)O)cc1 | 12 | 2 | -4 | 1 | 17 | 2 | -1 | -4
O=C(NCc1ccncc1)C1CCN(S(=O)(=O)c2cc(Cl)ccc2Cl)CC1 | 12 | -2 | 10 | 11 | -2 | -5 | -1 | /
O=C(Nc1cccc(C(=O)N2CCN(c3cccc(Cl)c3)CC2)c1)c1ccccc1 | 36 | -4 | 4 | 6 | -1 | / | / | 0
CN1c2ccc(-c3cccc(F)c3)cc2[C@H]2[C@H](CCN2S(=O)(=O)c2cccc(F)c2)[C@@H]1CO | 5 | 1 | 1 | 6 | 4 | 1 | 11 | -11
CC1CCCN(S(=O)(=O)CCNC(=O)c2ccc3c(c2)OCO3)C1 (stereo unspecified) | 8 | 3 | -12 | 6 | -5 | 4 | 7 | 11
Cc1ccccc1-n1nc2c(c1NC(=O)c1ccco1)CS(=O)(=O)C2 | 14 | 2 | -10 | 0 | -2 | 0 | 4 | -3
Cc1nc(/C(N)=N/OC(=O)c2c(-c3ccccc3Cl)noc2C)cs1 | / | -2 | 21 | 7 | -4 | / | -3 | 4
COCC#Cc1cnc2c(c1)C(=O)N([C@@H](C)CO)C[C@@H](C)[C@H](CN(C)C(=O)Cc1ccncc1)O2 | 7 | 1 | / | -7 | 3 | 0 | -10 | 6
C[C@H](CO)N1C[C@H](C)[C@@H](CN(C)Cc2ccccc2F)Oc2cc(C#CC3CC3)ccc2S1(=O)=O | -11 | 1 | / | 8 | 13 | -1 | -25 | -13
CC1CCCC(C)N1C(=O)COC(=O)c1ccc(S(=O)(=O)N(C)c2ccccc2)cc1 (stereo unspecified) | 1 | 0 | 4 | -1 | -1 | 7 | -2 | -10
O=C(Cc1ccc(Nc2nc(=S)[nH]c3ccccc23)cc1)NC1CCCCC1 | 18 | -3 | 5 | -14 | 2 | / | -8 | /
Cc1nn(C(=O)c2cccc([N+](=O)[O-])c2)c(C)c1Cl | -1 | 1 | 12 | 2 | -1 | 3 | 6 | /
COCCn1nc2cc(C(=O)NCC34CC5CC(CC(C5)C3)C4)ccc2c1OC | 19 | -3 | -8 | 3 | 11 | 5 | 3 | 14
CO[C@@H]1CN(C)C(=O)c2cc(NS(=O)(=O)c3ccc(C)cc3)ccc2OC[C@@H](C)N(Cc2ccccn2)C[C@H]1C | 12 | -3 | 14 | -1 | 2 | -1 | -4 | -14
COc1ccccc1N(C)S(=O)(=O)c1ccc(C(=O)NC2CCCCC2)cc1 | 13 | 3 | 21 | 13 | 3 | 4 | 8 | 1
COc1ccc(NS(=O)(=O)c2ccc3c(c2)OCCO3)cc1OC | 1 | 0 | 16 | 48 | -10 | 3 | 11 | 21
CCc1ccc(NC(=O)/C(C#N)=C/c2cn(CC(=O)O)c3ccccc23)cc1 | 11 | 10 | -2 | -6 | 1 | / | -12 | -3
CCC(Sc1nc(-c2cccc(OC)c2)c(C#N)c(=O)[nH]1)C(=O)Nc1nnc(C(C)C)s1 (stereo unspecified) | 33 | 1 | -6 | 0 | 1 | / | -6 | /
Cc1cc(Cl)ccc1OCC(=O)NNC(=O)c1cccnc1 | -5 | -2 | -1 | / | 2 | -3 | 19 | /
Cc1ccc(CN(C)C[C@@H]2OCc3cn(nn3)CCCC(=O)N([C@@H](C)CO)C[C@@H]2C)cc1 | -6 | -3 | / | -3 | -2 | 3 | -7 | 0
COc1ccc(CNC(=O)C(C)OC(=O)C23CC4CC(CC(O)(C4)C2)C3)cc1 (stereo unspecified) | -3 | -1 | -12 | 2 | 5 | / | -2 | /
CO[C@H]1CN(C)C(=O)c2ccc(NC(=O)C3CC3)cc2OC[C@H](C)N(C(=O)c2ccccc2F)C[C@@H]1C | -8 | 2 | -1 | -12 | 14 | -4 | -13 | 8
Cn1c(=O)c(=O)n(C)c2cc(S(=O)(=O)CCC(=O)N3CCCCC3)ccc21 | 3 | -1 | -12 | -2 | 1 | 4 | -2 | -5
CCc1nn(CC(=O)N2CCN(c3cc(C)ccc3C)CC2)c(=O)c2cc3occc3n12 | -17 | 1 | 3 | -14 | 0 | 1 | 5 | 12
CN(C)/C(Cn1cncn1)=C1/N=C(c2c(F)cccc2F)OC1=O | -38 | 2 | 14 | 1 | 7 | / | -4 | /
COc1ccccc1/C=C/C=N/NC(=O)CCn1cnc2ccccc21 | 1 | 3 | 0 | 47 | -2 | 1 | -9 | -6
CCN1C(=O)c2cccc3c(S(=O)(=O)Nc4ncccc4C)ccc1c23 | -23 | / | / | / | / | -7 | -7 | -6
COc1cccc(C(=O)Nn2cnnc2)c1OC | 12 | 6 | 5 | 8 | -2 | -1 | 9 | 75*
COc1ccc(Cc2nnc(Nc3ccccc3OC)[nH]c2=O)cc1 | 5 | 1 | -6 | -8 | 9 | / | -1 | -4
O=C(NCC1CC1)[C@H]1[C@H](CO)[C@H]2Cn3c(ccc(-c4ccccc4)c3=O)[C@@H]1N2Cc1nccs1 | -13 | -3 | / | 15 | 0 | -1 | / | /
